USP2a block: qHTS Assay for Inhibitors of Ubiquitin-specific Protease USP2a Using CHOP2 as the Reporter. Ubiquitin carboxyl-terminal hydrolase 2 (Homo sapiens), O75604. USP2 core, Ub-CHOP2 coupled fluorogenic reporter, 485/531. Potency, µM (doses to about 38.3 µM), without a hit: at the top dose activity change, negative = inhibition, hits mostly inhibitors. 0.01% of 330,000 active. AID 463254, 2010;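 also: potency is read from the fitted curve at half-maximal effect; plate controls were DMSO wells for no effect and full inhibition by NEM control for full effect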
Target sequence (O75604 whole entry, looked up): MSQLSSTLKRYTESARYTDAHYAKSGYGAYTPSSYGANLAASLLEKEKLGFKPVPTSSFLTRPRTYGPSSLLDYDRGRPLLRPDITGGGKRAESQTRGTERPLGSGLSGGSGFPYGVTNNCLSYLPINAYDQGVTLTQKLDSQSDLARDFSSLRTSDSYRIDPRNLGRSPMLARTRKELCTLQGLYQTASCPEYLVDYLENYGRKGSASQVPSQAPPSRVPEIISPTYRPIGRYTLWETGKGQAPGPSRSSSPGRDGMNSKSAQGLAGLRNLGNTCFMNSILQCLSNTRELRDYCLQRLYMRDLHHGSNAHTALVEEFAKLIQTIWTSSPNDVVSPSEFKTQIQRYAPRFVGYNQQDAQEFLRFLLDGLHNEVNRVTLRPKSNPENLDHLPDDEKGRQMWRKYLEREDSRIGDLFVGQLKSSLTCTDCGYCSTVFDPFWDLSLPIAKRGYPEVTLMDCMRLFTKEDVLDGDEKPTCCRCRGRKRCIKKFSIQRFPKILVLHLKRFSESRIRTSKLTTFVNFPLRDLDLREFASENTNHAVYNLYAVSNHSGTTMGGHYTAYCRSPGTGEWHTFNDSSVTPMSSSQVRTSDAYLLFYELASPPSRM
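Deubiquitinase activity read as fluorescence (485/531 nm) after Ub-CHOP2 cleavage activates the enterokinase reporter on its substrate; USP2 core 10nM, Ub-CHOP2 and substrate 25nM each, 30min compound preincubation then 60min RT; data normalized to NEM, curves fitted.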
MBNL1 CUG block: qHTS Assay for Inhibitors of MBNL1-poly(CUG) RNA binding. Muscleblind-like protein 1 (Homo sapiens), Q9NR56. TR-FRET MBNL1-His/biotin-(CUG)12 binding, 665/545 ratio. Potency, µM (doses to about 57.5 µM), inactives show top-dose activity change, negative = inhibition, actives largely listed as inhibitors. 0.036% of 280,000 active. AID 2675, 2010; active = well fitted inhibition curve with a large enough effect in the signal ratio, with a control signal flat, not every such curve was filed as active; inconclusive = small, poorly fitted or top-dose-only effect, or effect the other way, or a change in a side signal; inactive = no such curve, though single readings can be large or run the other way; the % refers to the signal ratio; also: potency is read from the fitted curve at half-maximal effect; % is scaled to controls: 0 for no effect and ±100 for the full control effect
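Ratiometric TR-FRET (665 over 545 nm, excitation 340 nm) tracks disruption of MBNL1-His/biotin-(CUG)12 complex after 60 min at room temperature, with compounds at 92 nM to 58 uM final.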
GALK inh: qHTS Assay for Inhibitors of Human Galactokinase (GALK) | 0.007% of 270,000 active | AID 1868, 2009 | Purified GALK, Kinase-Glo residual ATP luminescence | Potency, µM (highest dose often 57.5 µM), for inactives: at the top dose activity change, negative = inhibition, actives largely listed as inhibitors; also: potency is read from the fitted curve at half-maximal effect; % is scaled to controls: 0 for no effect and ±100 for the full control effect
Target sequence (P51570 whole entry, looked up): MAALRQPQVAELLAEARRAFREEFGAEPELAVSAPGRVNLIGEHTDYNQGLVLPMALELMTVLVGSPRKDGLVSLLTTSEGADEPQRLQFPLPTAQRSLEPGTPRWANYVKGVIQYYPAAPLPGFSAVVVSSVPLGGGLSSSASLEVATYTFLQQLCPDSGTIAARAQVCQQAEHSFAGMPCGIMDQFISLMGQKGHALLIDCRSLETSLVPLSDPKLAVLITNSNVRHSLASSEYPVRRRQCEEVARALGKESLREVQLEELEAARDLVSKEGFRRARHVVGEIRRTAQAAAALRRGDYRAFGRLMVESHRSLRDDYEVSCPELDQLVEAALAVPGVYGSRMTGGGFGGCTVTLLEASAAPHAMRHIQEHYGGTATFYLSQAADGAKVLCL
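Luminescence from leftover ATP (Ultra-Glo luciferase/luciferin) served as read-out after a 1 h room-temperature reaction of 5 nM GALK with 35 uM ATP and 100 uM galactose.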
BCR signal inh: qHTS Assay to Find Inhibitors of Chronic Active B-Cell Receptor Signaling; ABC-DLBCL IkBa-CBG/CBR reporter, luminescence ratio, 4 h; Potency, µM (series often up to 46.1 µM), inactives show top-dose ratio change, negative = lower green/red ratio, usual class: inhibitors; 0.05% of 340,000 active; active = well fitted inhibition curve with a large enough effect in the signal ratio, with a control signal flat, not every such curve was filed as active; inconclusive = small, poorly fitted or top-dose-only effect, or effect the other way, or a change in a side signal; the % refers to the signal ratio;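 also: potency is read from the fitted curve at half-maximal effect; plate controls were basal doxycycline-induced cells for no effect and cells given 10 µM MG132 for full effect; MG132 reads +100%, hits lower the ratio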
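Cell line TMD8 (human ABC DLBCL), stably expressing tet-inducible CBG68-IkBa fusion and CBR; IMDM/0.5% FBS; cpd up to 46 uM; dox induction, 4 h, 37C/5% CO2; dual luminescence; green/red ratio; MG132 control.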
TSHR antagonist: Antagonists of the Thyroid Stimulating Hormone Receptor: HTS campaign. Thyrotropin receptor (Homo sapiens), P16473. TSHR-expressing cells, TSH-stimulated cAMP HTRF, 2 h; hits give low values. activity change, negative = inhibition, % at 11.5 µM. 0.2% of 330,000 active. AID 504810, 2011;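 active = activity change below a set negative limit, meaning inhibition stronger than a set level, cut at about -70% in these data; inconclusive = activity change between two set negative limits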; also: % is scaled to controls: 0 for no effect and ±100 for the full control effect
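TSHR-expressing cells were treated with compounds, then stimulated with TSH at EC80 (4nM final) for 2 hours at 37 deg C. Cellular cAMP was measured by HTRF competition between lysate cAMP and cAMP-d2 for a cryptate-labelled anti-cAMP antibody.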
hERG WT inh: qHTS for Inhibitors of KCHN2 3.1: Wildtype qHTS. 0.37% of 340,000 active. U2OS, BacMam KCNH2, thallium flux FluxOr; hits give low values. activity change, % at 1.84 µM;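 active = maximum activity change below -70%; inconclusive = maximum activity change between -70% and -50%; inactive = maximum activity change above -50%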; also: % is scaled to controls: 0 for no effect and ±100 for the full control effect
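U2OS cells were transduced with wild-type KCNH2 virus (2.03 x 10^8 / mL) for 4 h at room temperature, then cultured overnight at 37 C. Thallium flux was read with FluxOr dye. Rate constants were normalized to DMSO controls.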
Mito fusion yeast: qHTS Assay for Small Molecule Inhibitors of Mitochondrial Division or Activators of Mitochondrial Fusion; S. cerevisiae fusion-defective mutant growth rescue, CellTiterGlo 48 h; Potency, µM (series often up to 46.1 µM), for inactives: at the highest dose growth rescue (activation), hits mostly activators; 0.23% of 320,000 active;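 also: potency is read from the fitted curve at half-maximal effect; % of control where 0% means no effect; nearly all actives have a fitted effect of over 45% in size; temperature-sensitive fusion mutants such as fzo1-1 at 37 °C on non-fermentable ethanol glycerol medium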
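Compounds are tested for their ability to restore growth of mitochondrial fusion-defective yeast strains at non-permissive 37C in YPEG medium over 48 hours. Viability is quantified by luciferase luminescence.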
ASM inhibitor: Inhibitors of Secretory Acid Sphingomyelinase (S-ASM): qHTS; Sphingomyelin phosphodiesterase (Homo sapiens), P17405; placental ASM, HMU-PC fluorogenic substrate, 60 min; Potency, µM (top dose mostly 57.5 µM), for the others: top-dose activity change, negative = inhibition, most hits filed as inhibitors; 0.006% of 340,000 active; also: potency is read from the fitted curve at half-maximal effect
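Human placenta-derived ASM enzyme was preincubated with compound for 10 minutes at room temperature, then given fluorogenic substrate HMU-PC0 (9 uM final) for 60 minutes at 37 °C; a pH 10 stop preceded fluorescence reading at Ex 386/Em 447 nm.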
PKM2 act: qHTS Assay for Activators of Human Muscle isoform 2 Pyruvate Kinase; Pyruvate kinase PKM (Homo sapiens), P14618; purified PKM2, Kinase-Glo ATP luminescence, activation; response scale: 0% is enzyme alone, no compound; Potency, µM (titrated, usually from 57.5 µM), for the others: at the top dose activation, hits mostly activators; 0.34% of 260,000 active; AID 1631, 2009; also: potency is read from the fitted curve at half-maximal effect; % is scaled to controls: 0 for no effect and ±100 for the full control effect; nearly all actives have a fitted effect of over 55% in size
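Kinase-Glo luminescence reports ATP generated from ADP (0.1 mM) and PEP (0.5 mM) by purified hPK-M2 after 1 h at room temperature, pH 7.2 imidazole buffer; intermediate enzyme activity allows detecting inhibitors and activators.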
Eya2 inh: qHTS Assay for Inhibitors of the Phosphatase Activity of Eya2; Protein phosphatase EYA2 (Homo sapiens), O00167; recombinant Eya2, OMFP fluorescence dephosphorylation (OMFP is methylfluorescein phosphate); Potency, µM (doses to about 76.9 µM), for the others: at the top dose activity, negative = inhibition, hits mostly inhibitors; 0.006% of 330,000 active; AID 488837, 2010; also: potency is read from the fitted curve at half-maximal effect; % is scaled to controls: 0 for no effect and ±100 for the full control effect
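Eya2 (0.2 uM) preincubated 10 min at ambient with compound, then OMFP substrate added at 50 uM; 10 min reaction in 50 mM HEPES pH 7.5, 50 mM NaCl, 5 uM MgCl2, 0.05% BSA, 1 mM DTT. Fluorescence read at Ex 485/Em 525 nm.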
Menin-MLL TR inh: qHTS Assay for Inhibitors Targeting the Menin-MLL Interaction in MLL Related Leukemias: Competition With Texas Red Labeled MLL-derived Mutant Peptide; O00255; Potency, µM (highest dose often 61.6 µM), without a hit: top-dose FP activity change, negative = inhibition, actives largely listed as inhibitors; 0.23% of 270,000 active; AID 1768, 2009; Menin + Texas Red MLL mutant peptide, fluorescence polarization; active = well fitted inhibition curve with a large enough effect in the polarisation, with a control signal flat, not every such curve was filed as active; inconclusive = small, poorly fitted or top-dose-only effect, or effect the other way, or a change in a side signal; inactive = no such curve, though single readings can be large or run the other way; the % refers to the polarisation; also: potency is read from the fitted curve at half-maximal effect; % of control where 0% means no effect; many of its hits are not listed in these tables
The depositor's hits bear a star; i = inactive; ? = inconclusive; · = not tested or not shown; [ ] = another dose, or the depositor's remark. Unless noted, calls follow the shape of the dose curve; as a rule, active = well fitted curve in the direction sought with a large enough effect; inconclusive = small, poorly fitted or top-dose-only effect, or another doubt; inactive = no such curve, though single readings can be large; an effect the other way counts as inactive or inconclusive.

SMILES	USP2a block	MBNL1 CUG block	GALK inh	BCR signal inh	TSHR antagonist	hERG WT inh	Mito fusion yeast	ASM inhibitor	PKM2 act	Eya2 inh	Menin-MLL TR inh
COc1ccc(OC)c(C(C(=O)NCc2ccco2)N(C(=O)Cn2nnc3ccccc32)C(C)C)c1 (stereo unspecified)	5%	-5%	-2%	?	-15	0	6%	4%	-1%	-4%	-3%
S=C(NCCN1CCOCC1)Nc1ccccc1Cl	3%	-8%	-1%	1%	43	1	3%	6%	13%	13%	-14%
C(=N\n1cnnc1)/c1cccs1	-4%	5%	-2%	10%	7	12	-1%	0%	-3%	-13%	·
CCCN(CC1CC1)c1nc(N)c(C#N)c(CC#N)c1C#N	0%	-2%	-2%	29%	-5	5	1%	-17%	-3%	-7%	7%
CCOc1ccc(N(CC(=O)NCc2ccc3c(c2)OCO3)C(=O)c2csnn2)cc1	1%	-3%	-3%	?	11	0	7%	1%	-5%	7%	-21%
O=C(Nc1nc2ccccc2s1)C1CC(=O)N(c2ccccc2)C1 (stereo unspecified)	-4%	1%	-1%	6%	0	-2	-9%	2%	-3%	-15%	10%
CNC(=O)c1cccc(NC(=O)c2ccccc2OCc2ccccc2)c1	2%	15%	5%	-1%	11	0	-4%	0%	0%	5%	?
Nc1nnc(CCCCCc2nnc(N)s2)s1	-1%	-11%	-1%	-1%	-1	·	2%	1%	2%	18%	6%
O=C1CC(C(=O)N2CCc3ccccc32)CN1c1ccc(F)cc1 (stereo unspecified)	1%	0%	-2%	-7%	3	-1	5%	0%	1%	3%	-7%
COC(=O)c1ccc(C2C(C(=O)c3cc4ccccc4o3)=C(O)C(=O)N2c2cc(C)on2)cc1 (stereo unspecified)	-1%	10%	6%	?	-18	-2	-1%	12%	·	3%	·
Cn1cccc1CC(=O)N/N=C/C=C/c1ccccc1	3%	?	2%	-7%	17	-3	-6%	-2%	4%	0%	0%
Cc1cccc(C)c1NC(=O)CN(C)C(=O)c1cc([N+](=O)[O-])ccc1N1CCOCC1	-1%	?	-5%	0%	12	-3	1%	-7%	0%	2%	·
COc1ccc(CN(C)C(=O)COC(=O)c2cc([N+](=O)[O-])ccc2N2CCCC2)c(OC)c1OC	2%	·	·	-7%	-10	2	·	?	·	1%	·
Clc1ccccc1-c1nc2nc3ccccc3nc2n1-c1ccc2c(c1)OCO2	-8%	?	1%	-1%	-10	-18	?	-4%	-3%	-6%	-3%
COc1ccc(S(=O)(=O)N2CCN(C(=O)CN3C(=O)NC(C)(c4ccc5ccccc5c4)C3=O)CC2)cc1 (stereo unspecified)	1%	·	·	8%	13	-1	-2%	-3%	·	-1%	·
COc1ccc2[nH]c(=O)c(CNc3cccc(C)c3)cc2c1	-3%	?	2%	-2%	-4	-16	7%	6%	21%	20%	1%
O=C(O)CSc1nc2ccccc2nc1Cc1ccccc1F	-11%	?	4%	-1%	-12	3	-3%	4%	·	3%	?
Cc1ccc(C(=O)NCC(=O)O)o1	3%	-1%	2%	0%	0	33	7%	3%	6%	-5%	-7%
CCN1C(=O)[C@H]2[C@@H](c3ccc(C)cc3)N3C(=O)N(c4cccc(Cl)c4)C(=O)[C@@]3(Cc3ccc(Cl)cc3)[C@H]2C1=O	0%	·	·	?	-3	-4	-3%	-8%	·	-26%	·
CCn1c(COc2ccccc2C(N)=O)nc2ccccc21	3%	-8%	-1%	3%	-10	1	-3%	2%	-1%	11%	0%
O=C(NC1CC2CCC(C1)N2Cc1ccccc1)c1ccccc1Cl (stereo unspecified)	-1%	-3%	1%	?	12	17	13%	2%	-2%	16%	-12%
Cc1cc(C)c2[nH]c(=O)c(C(c3nnnn3Cc3ccc4c(c3)OCO4)N3CCCC3)cc2c1 (stereo unspecified)	2%	-4%	-5%	2%	-7	-4	1%	8%	5%	14%	-8%
Clc1ccc(Cn2ccc(C3CC3)n2)cc1	-1%	-2%	0%	9%	16	-2	13%	-3%	3%	0%	-1%
COc1ccc(OC)c(NC(=O)C2CC(=O)N(c3ccc(Br)cc3)C2)c1 (stereo unspecified)	1%	1%	1%	8%	-6	-5	4%	-4%	1%	-8%	14%
O=C(CN1Cc2ccccc2C1=O)Nc1ccc2c(c1)OCCO2	1%	-1%	6%	-5%	-4	4	14%	-2%	·	-2%	-18%
CC(=O)N[C@@H]1[C@@H](O)[C@@H]2OC(c3ccccc3)OC[C@H]2O[C@@H]1N=[N+]=[N-] (stereo partly specified)	0%	-8%	0%	6%	3	7	2%	-3%	0%	13%	3%
NS(=O)(=O)c1ccc(NC(=O)C(Sc2ccccc2)c2ccccc2)cc1 (stereo unspecified)	0%	-9%	-2%	-15%	3	-3	-2%	-4%	9%	1%	?
Cc1cc(C)n2nc(-c3sccc3-n3cccc3)cc2n1	-3%	-3%	-2%	0%	-3	-13	4%	-8%	0%	-2%	24%
COc1ccc(-n2c(-c3ccc(Cl)cc3)c[n+]3c2CCc2ccccc2-3)cc1	9%	-2%	1%	-27%	0	5	8%	0%	-9%	3%	?
CCOc1ccc(Nc2nc(N)c([N+](=O)[O-])c(N3CCOCC3)n2)cc1	0%	7%	1%	2%	-6	13	-5%	-11%	·	12%	?
CC1CC(C)CN(C(=O)COC(=O)c2c[nH]c3ccccc23)C1 (stereo unspecified)	2%	·	·	-4%	28	-13	-3%	-5%	·	-14%	·
CN(NC(=O)Nc1ccccc1)c1cnn(C)c(=O)c1Cl	0%	·	-1%	-5%	-3	-7	-1%	-2%	1%	20%	·
CCOc1ccccc1OCC(=O)Nc1ccccc1C(=O)NC1CC1	2%	·	·	-12%	44	32	1%	2%	·	18%	·
COCCCN1C(=O)C(=O)/C(=C(/O)c2ccc(S(=O)(=O)N3CCOCC3)cc2)C1c1ccc(C(C)C)cc1 (stereo unspecified)	4%	10%	-1%	4%	1	7	-1%	0%	·	3%	?
CCC1(C)CC(=O)N(c2ccc(F)c(Cl)c2)C(=O)C1	5%	-4%	-1%	10%	-3	11	18%	0%	·	-2%	1%
COc1ccc(O[C@H]2C=C[C@@H](c3ccccc3)O[C@@H]2CO/N=C(\C)CCC(=O)OC[C@H]2O[C@H](c3ccccc3)C=C[C@@H]2Oc2ccc(OC)cc2)cc1	-2%	-21%	·	1%	-3	·	3%	·	-2%	-2%	0%
O=C(c1ccc2c(c1)CCN2S(=O)(=O)c1ccccc1)N1CCN(c2ccccc2F)CC1	1%	-4%	4%	0%	-2	3	7%	-3%	·	0%	·
COc1ccc(NC(=O)C2CCN(S(=O)(=O)c3cccnc3)CC2)cc1Cl	-1%	2%	·	4%	2	-5	0%	0%	1%	-7%	17%
COc1coc(C(O)C[N+](=O)[O-])cc1=O (stereo unspecified)	4%	-1%[11.5 µM]	·	0%	3	i	-1%	5%	-2%	1%	1%
O=C(OC1CCc2ccccc2C1=O)c1ccccc1O (stereo unspecified)	-1%	9%	-1%	?	18	-4	16%	-7%	1%	13%	13%
COc1ccc(C(=O)OCC(=O)Nc2c(C)cccc2C)cc1	-1%	-1%	1%	-1%	6	11	3%	-5%	·	-7%	0%
Cn1c(SCC(=O)N/N=C/c2cccnc2)nnc1-c1ccccc1	0%	6%	4%	0%	5	-4	-4%	0%	-1%	14%	·

Only part of the results is shown; rates above refer to the full screens.
